Screening results as filed in PubChem BioAssay.
Giardia kill = kills Giardia lamblia; activity change, % at 7.66 µM, hits read low; actives 0.15% (n = 340,000); Giardia lamblia trophozoite viability; AID 540267; in the data active = activity change below about -80%; inconclusive = between about -30% and that limit;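 note: parasites exposed to compound for two days anaerobically before the ATP read; % is set by controls: 0 for no effect and ±100 for the full control effect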
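Anaerobic 48 hrs incubation at 37 deg C of 100 trophozoites/well with test compounds; ATPLite 1-Step luminescence, 15-30 min RT, reports cellular ATP as viability.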
B2AR arrestin = recruits beta-arrestin to the human beta2-adrenergic receptor; P07550; AID 492947; actives 0.02% (n = 330,000); beta-arrestin recruitment to beta2AR, cell-based reporter; Potency, µM (series often up to 46.1 µM), without a hit: at the top dose activation, most hits filed as activators;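 note: potency is the fitted concentration of half-maximal effect; 0% = DMSO controls and full agonism = EC100 isoproterenol or metaproterenol; nearly all actives have a fitted effect of over 65% in size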
BCR signal inh = chronic active BCR signaling inhibition | ABC-DLBCL IkBa-CBG/CBR reporter, luminescence ratio, 4 h | Potency, µM (highest dose often 46.1 µM), inactives show at the highest dose ratio change, negative = lower green/red ratio, most hits filed as inhibitors | actives 0.05% (n = 340,000); active = well fitted inhibition curve with a large enough effect in the signal ratio, with a control signal flat, not every such curve was filed as active; inconclusive = small, poorly fitted or top-dose-only effect, or effect the other way, or a change in a side signal; the % refers to the signal ratio;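 note: potency is the fitted concentration of half-maximal effect; plate controls were basal doxycycline-induced cells for no effect and cells given 10 µM MG132 for full effect; MG132 reads +100%, hits lower the ratio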
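TMD8 ABC-DLBCL cells carrying doxycycline-inducible green luciferase fused to IkappaBalpha plus unfused red luciferase were exposed to compounds (up to 46 uM) for 4 hrs at 37C. Activity came from the overlap-corrected green/red luminescence ratio.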
ASM inhibitor = blocks human secretory acid sphingomyelinase. P17405. placental ASM, HMU-PC fluorogenic substrate, 60 min. Potency, µM (highest dose often 57.5 µM), for inactives: top-dose activity change, negative = inhibition, hits mostly inhibitors. actives 0.006% (n = 340,000). AID 504937; note: potency is the fitted concentration of half-maximal effect
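Steps: dispense placental human ASM, pin compound, wait 10 min at room temperature, add HMU-PC0 substrate at 9 uM final, incubate 60 min at 37 °C, add stop solution raising pH to 10, read fluorescence.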
a7 integrin act = activators of alpha7 integrin expression for muscular dystrophy; alpha7betagal myoblasts, beta-gal FDG fluorescence, 48 h; Potency, µM (series often up to 38.3 µM), without a hit: at the highest dose activation, usual class: activators; actives 0.064% (n = 350,000); AID 624291;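 note: potency is the fitted concentration of half-maximal effect; 100% = response of the positive control SU9516; nearly all actives have a fitted effect of over 60% in size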
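Alpha7betagal+/- myoblasts (passage 13) were plated 16-24 hr, then exposed to compounds (1:260 dilution of DMSO stock) for 48 hours at 37C. After MPER lysis, β-galactosidase reporter activity was read as FDG fluorescence (ex 480/em 540) after 30 minutes.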
Menin-MLL TR inh = displaces Texas Red mutant MLL peptide from human menin. Potency, µM (highest dose often 61.6 µM), inactives show at the top dose FP activity change, negative = inhibition, hits mostly inhibitors. actives 0.23% (n = 270,000). Menin + Texas Red MLL mutant peptide, fluorescence polarization. O00255. AID 1768; active = well fitted inhibition curve with a large enough effect in the polarisation, with a control signal flat, not every such curve was filed as active; inconclusive = small, poorly fitted or top-dose-only effect, or effect the other way, or a change in a side signal; inactive = no such curve, though single readings can be large or run the other way; the % refers to the polarisation; note: potency is the fitted concentration of half-maximal effect; % of control where 0% means no effect; many of its hits are not listed in these tables
Target sequence (O00255 whole entry, looked up): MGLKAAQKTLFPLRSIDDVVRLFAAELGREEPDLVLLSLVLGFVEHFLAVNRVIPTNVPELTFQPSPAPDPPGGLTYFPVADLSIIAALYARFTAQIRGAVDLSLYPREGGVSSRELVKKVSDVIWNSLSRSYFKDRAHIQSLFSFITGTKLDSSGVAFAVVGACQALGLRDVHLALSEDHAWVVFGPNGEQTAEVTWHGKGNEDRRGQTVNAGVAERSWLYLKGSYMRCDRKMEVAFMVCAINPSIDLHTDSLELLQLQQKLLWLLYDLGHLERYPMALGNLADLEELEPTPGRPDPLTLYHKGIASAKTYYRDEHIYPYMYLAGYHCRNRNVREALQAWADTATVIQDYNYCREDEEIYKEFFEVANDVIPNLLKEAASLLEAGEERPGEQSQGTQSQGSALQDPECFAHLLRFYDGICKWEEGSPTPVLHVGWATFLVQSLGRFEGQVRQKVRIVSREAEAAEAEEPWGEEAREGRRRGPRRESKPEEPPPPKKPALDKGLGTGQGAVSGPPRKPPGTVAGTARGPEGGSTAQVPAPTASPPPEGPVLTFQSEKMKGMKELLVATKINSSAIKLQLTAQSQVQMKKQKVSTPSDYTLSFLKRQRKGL
Coupling enz = coupling enzyme interference in Giardia aldolase counter-screen | coupling enzyme system counterscreen, AmpLite Red fluorescence | activity change, negative = inhibition, % at 58.2 µM, hits read low | actives 0.67% (n = 290,000); in the data active = activity change below about -30%; note: % is set by controls: 0 for no effect and ±100 for the full control effect
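Fluorescence at 525 nm excitation and 598 nm emission measured inhibition of the coupled detection system without aldolase. Compounds (at 57.5 uM final) were preincubated 10 min at room temperature with coupling enzyme reagent before a 20 min substrate/AmpLite Red step.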
GALK inhibitor = inhibitors of human galactokinase. P51570. Purified GALK, Kinase-Glo residual ATP luminescence. Potency, µM (doses to about 57.5 µM), for the others: at the top dose activity change, negative = inhibition, usual class: inhibitors. actives 0.007% (n = 270,000); note: potency is the fitted concentration of half-maximal effect; % is set by controls: 0 for no effect and ±100 for the full control effect
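Human GALK (5 nM) with 35 uM ATP and 100 uM galactose in 20 mM HEPES pH 8.0, 5 mM MgCl2, 60 mM NaCl, 1 mM DTT, 0.01% BSA. After 1 h at room temperature, leftover ATP was read by Kinase-Glo Plus luminescence.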
Tb PFK inh = T. brucei PFK enzyme inhibition; actives 0.17% (n = 330,000); O15648; Potency, µM (highest dose often 57.5 µM), for the others: at the top dose activity, negative = inhibition, usual class: inhibitors; T. brucei PFK, ADP-Glo luminescence;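 note: potency is the fitted concentration of half-maximal effect; 0% = uninhibited 1x PFK enzyme wells and -100% = no-enzyme wells; nearly all actives have a fitted effect of over 60% in size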
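Activity is normalized to no-enzyme wells (full inhibition) and 1.25 nM enzyme wells (no inhibition). Reaction: 0.5 mM F6P, 0.1 mM ATP, 45 min RT, ADP-Glo luminescence; concentration-response curves fitted and classed by quality.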
PTAP TSG101 blk = blocks PTAP/TSG101 interaction to inhibit HIV-1 budding; Q99816; 340,000 tested, under 10 active; Potency, µM (doses to about 115 µM), inactives show top-dose activity change, negative = inhibition, hits mostly inhibitors; Fluorescence polarization, FITC-PTAP peptide / Tsg101 binding; active = well fitted inhibition curve with a large enough effect in the main read-out, with a control signal flat, not every such curve was filed as active; inconclusive = small, poorly fitted or top-dose-only effect, or effect the other way, or a change in a side signal; inactive = no such curve, though single readings can be large or run the other way; note: potency is the fitted concentration of half-maximal effect; % of control where 0% means no effect
Target sequence (Q99816 whole entry, looked up): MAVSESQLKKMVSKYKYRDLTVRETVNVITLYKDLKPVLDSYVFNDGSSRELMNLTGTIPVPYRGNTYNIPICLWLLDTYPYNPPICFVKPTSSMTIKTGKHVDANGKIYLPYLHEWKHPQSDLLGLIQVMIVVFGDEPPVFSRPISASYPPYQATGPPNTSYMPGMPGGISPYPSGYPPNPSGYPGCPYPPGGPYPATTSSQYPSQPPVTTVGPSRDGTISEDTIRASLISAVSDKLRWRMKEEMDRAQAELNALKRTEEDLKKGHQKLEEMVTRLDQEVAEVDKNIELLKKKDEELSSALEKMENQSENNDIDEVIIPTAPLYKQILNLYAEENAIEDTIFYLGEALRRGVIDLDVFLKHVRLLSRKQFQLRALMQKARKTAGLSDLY
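Steps: Tsg101 binding domain dispensed (10 uM final), compounds pinned in DMSO, FITC-labeled PTAP-motif peptide added (50 nM final); after 20 min binding at room temperature, polarization measured.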
PKM2 activator = activators of human pyruvate kinase M2. AID 1631. P14618. purified PKM2, Kinase-Glo ATP luminescence, activation; response scale: 0% is enzyme alone, no compound. actives 0.34% (n = 260,000). Potency, µM (doses to about 57.5 µM), without a hit: at the highest dose activation, usual class: activators; note: potency is the fitted concentration of half-maximal effect; % is set by controls: 0 for no effect and ±100 for the full control effect; nearly all actives have a fitted effect of over 55% in size
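hPK-M2, >95% pure; 0.1 mM ADP / 0.5 mM PEP final; imidazole pH7.2 buffer w/ 7 mM MgCl2, 50 mM KCl; 1 h RT; Kinase-Glo lum. Intermediate enzyme activity for dual inhibitor/activator qHTS.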
Active calls of the source: *; u = inconclusive; x = not tested or not shown; [ ] = dose if it differs, or a comment. Unless noted, calls come from the whole dose curve; as a rule, active = well fitted curve in the direction sought with a large enough effect; inconclusive = small, poorly fitted or top-dose-only effect, or another doubt; inactive = no such curve, though single readings can be large; an effect the other way counts as inactive or inconclusive. An excerpt (hit frequency here may not be typical).

SMILES	Giardia kill	B2AR arrestin	BCR signal inh	ASM inhibitor	a7 integrin act	Menin-MLL TR inh	Coupling enz	GALK inhibitor	Tb PFK inh	PTAP TSG101 blk	PKM2 activator
CCOc1ccc2c(c1)n([O-])c1c([n+]2=O)CCCC1	5	0.1%	18%	174%[activator]	-7%	-3%	-58*	-1%	-2%	-6%	12%
COC(=O)c1c(NC(=O)c2nc3ccccc3s2)sc2c1CC(C)(C)NC2(C)C	0	-0.3%	0%	-27%	0%	16%	0	2%	2%	-7%	-6%
CCCCNC(=O)C(=O)N/N=C/c1ccc(OCC(=O)Nc2cccc(OC)c2)c(OC)c1	-6	-0.2%	0%	7%	-20%	19%	3	3%	-2%	-1%	5%
COc1ccc(NC(=O)CN(C)C(=O)c2cn(-c3ccccc3)nc2-c2ccc(F)cc2)cc1	2	0.0%	-6%	-12%	-14%	x	x	x	11%	-7%	x
Cc1c(NC(=O)COC(=O)c2ccccc2Cl)c(=O)n(-c2ccccc2)n1C	-19	-0.4%	1%	-1%	-34%[inhibitor]	1%	6	8%	-7%	1%	-3%
COc1ccc(CCn2c(C)cc(C(=O)CSc3nc(N)cc(=O)[nH]3)c2C)cc1	4	0.0%	-3%	-6%	-46%[inhibitor]	11%	0	1%	0%	1%	0%
O=C1c2ccccc2[C@@H]2C[C@@H](O)[C@H](Nc3ccccc3-c3ccccc3)CCN12	2	-0.7%	2%	-1%	1%	x	x	x	1%	-2%	x
CCCN(CCC)Cc1cc(=O)oc2cc3c(cc12)CCC3	5	-1.3%	u	1%	-38%	x	-1	-2%	0%	-1%	2%
CC[C@@]1(C(=O)OC)N[C@H](CN(C)C(=O)COc2ccccc2)[C@@H]2C(=O)N(Cc3ccccc3)C(=O)[C@@H]21	1	-1.3%	-2%	-6%	4%	x	x	x	0%	-2%	x
CN(C)S(=O)(=O)N1CCN(CC(O)COc2ccc3cc(Br)ccc3c2)CC1 (centres undefined)	3	-0.9%	-7%	-25%	2%	10%	1	0%	2%	-3%	3%
c1ccc(CCN2CCN=C2Nc2ccccc2)cc1	16	-0.7%	u	4%	-4%	-2%	0	x	-1%	-1%	2%
Cc1cc(C(=O)Nc2ccccc2C)n(-c2ccccc2)n1	7	0.2%	7%	6%	16%	-11%	-1	3%	1%	u	x
CCCCOC(=O)Cn1cnc2ccc(Br)cc2c1=O	-19	0.1%	-1%	-3%	-1%	-2%	1	-4%	-1%	-6%	7%
Cc1ccccc1CC1(CO)CCCN(Cc2ccc(C#CC(C)(C)O)cc2)C1 (centres undefined)	0	0.0%	u	2%	-15%	u	1	0%	0%	0%	0%
COCc1cc(C)nc(OCC(=O)N/N=C/c2ccc(C)o2)c1C#N	5	0.0%	0%	1%	44%	-21%	-9	-2%	3%	0%	u
O=C(O)c1ccccc1N/N=C\c1ccnc2ccccc12	u	-1.1%	u	-3%	4%	u	2	x	-5%	-3%	-4%
COc1ccc(-c2nn(-c3ccccc3)cc2/C=C(/C#N)C(N)=O)cc1[N+](=O)[O-]	2	-0.3%	u	4%	-20%	16%	0	1%	-24%	-2%	-2%
CCn1c(SCC(=O)Nc2sc3c(c2C#N)CCC(C(C)(C)C)C3)nnc1-c1ccco1 (centres undefined)	8	0.3%	1%	-3%	5%	u	7	1%	-5%	1%	-1%
CCn1cc(C2CC(=O)NC2=O)c2ccccc21 (centres undefined)	u	-0.5%	-1%	4%	-19%	x	0	x	3%	-2%	13%
OC1(c2ccccc2)CCN(Cc2ccccc2)CC1	-1	-0.9%	-3%	-2%	18%	1%	2	0%	2%	-2%	1%
CCOc1ccc(-n2c(=S)sc3c(=O)n(-c4ccccc4)c(SCC(=O)O)nc32)cc1	32[activator]	0.3%	u	5%	14%	u	3	x	2%	-3%	x
CCN1CCN(Cc2c(O)ccc3c(=O)c(-c4ccccc4OC)coc23)CC1	3	0.2%	3%	35%[activator]	4%	10%	0	2%	3%	-6%	3%
CC1(C)C[C@H]2C3=CCC4[C@@]5(C)CC[C@H](O)[C@](C)(CO)C5CC[C@@]4(C)[C@]3(C)C[C@H]3O[C@@H]1[C@H](O)[C@]32CO (some centres undefined)	4	0.0%	-4%	-1%	16%	x	x	x	3%	x	x
Cc1ccc(O)c(NS(=O)(=O)c2cccc3nsnc23)c1	3	0.3%	-9%	9%	5%	18%	-8	1%	1%	-1%	x
CCN(Cc1cccs1)C(=O)CN1C(=O)NC(c2ccccc2)(c2ccccc2)C1=O	26	4.1%	15%	-2%	-4%	x	x	x	0%	-10%	x

Single records, as listed above. Order of screens: Giardia kill	B2AR arrestin	BCR signal inh	ASM inhibitor	a7 integrin act	Menin-MLL TR inh	Coupling enz	GALK inhibitor	Tb PFK inh	PTAP TSG101 blk	PKM2 activator
Profile of COCc1cc(C)nc(OCC(=O)N/N=C/c2ccc(C)o2)c1C#N → 5	0.0%	0%	1%	44%	-21%	-9	-2%	3%	0%	u
Profile of CN(C)S(=O)(=O)N1CCN(CC(O)COc2ccc3cc(Br)ccc3c2)CC1 (centres undefined) → 3	-0.9%	-7%	-25%	2%	10%	1	0%	2%	-3%	3%
Profile of CCN(Cc1cccs1)C(=O)CN1C(=O)NC(c2ccccc2)(c2ccccc2)C1=O → 26	4.1%	15%	-2%	-4%	x	x	x	0%	-10%	x
Profile of COc1ccc(-c2nn(-c3ccccc3)cc2/C=C(/C#N)C(N)=O)cc1[N+](=O)[O-] → 2	-0.3%	u	4%	-20%	16%	0	1%	-24%	-2%	-2%
Profile of O=C(O)c1ccccc1N/N=C\c1ccnc2ccccc12 → u	-1.1%	u	-3%	4%	u	2	x	-5%	-3%	-4%

Next results
SMILES	Giardia kill	B2AR arrestin	BCR signal inh	ASM inhibitor	a7 integrin act	Menin-MLL TR inh	Coupling enz	GALK inhibitor	Tb PFK inh	PTAP TSG101 blk	PKM2 activator
Cc1nn(-c2ccccc2)c2c1C(c1ccco1)C(C#N)=C(N)O2 (centres undefined)	-18	0.1%	u	-4%	0%	0%	2	1%	-24%	1%	5%
COc1ccc(CNc2nc(-c3cccnc3)nn2C(=O)c2cccs2)cc1	4	-0.3%	3%	-13%	9%	9%	0	-3%	12%	-2%	-2%
CCCc1ccc(C(=O)/C=C/N(C)C)cc1	2	0.0%	13%	2%	52%	6%	2	1%	-1%	-8%	-20%
COc1ccc(C2N3CC4(C)CN2CC(C)(C3)C4)cc1OC (centres undefined)	5	-0.5%	12%	-3%	14%	3%	2	5%	-10%	-4%	5%
Cc1ccc(S(=O)(=O)NC(CC(=O)O)c2ccccc2)c(C)c1 (centres undefined)	-7	-0.6%	-3%	7%	7%	x	-3	8%	-4%	1%	-10%
Cc1cccc2cc3c(N)c(C#N)sc3nc12	3	-0.4%	2%	-30%	7%	u	3	2%	6%	-3%	3%
CC(=O)c1cccc(NC(=O)Cn2nc(-c3ccccc3Cl)ccc2=O)c1	-9	0.2%	1%	-6%	11%	1%	2	9%	1%	1%	-1%
CCOCCCNc1nc(=S)[nH]c2cc(OC)c(OC)cc12	27	0.0%	11%	4%	-36%	-2%	0	-1%	-2%	-6%	-6%
O=C1CSC(c2cccs2)N1c1ccccc1 (centres undefined)	-9	-0.3%	1%	-1%	-14%	-3%	0	7%	-5%	-6%	-3%
CCCc1cc(=O)oc2cc(OCC(=O)NCc3ccccn3)ccc12	13	-0.4%	-2%	0%	-8%	x	x	-3%	-2%	-2%	x
Cc1ccc(COC(=O)c2cc(S(=O)(=O)N3CCOCC3)ccc2C)cc1	5	-0.2%	-2%	-4%	6%	x	x	x	-1%	1%	x
